# High-throughput results (PubChem)
# SRC1 inh: inhibitors of human steroid receptor coactivator 1 (SRC1). Q15788. HEK293 GAL4-SRC1 luciferase reporter, luminescence. inhibition, % at 3.6 µM. 0.12% of 360,000 active;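 active = inhibition above the campaign mean plus 3 SD, with each screening campaign given its own cutoff, cut at about 60% in these data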;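 also: 0% = DMSO treated cells and 100% = gossypol at 36 µM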
# TRAIL sens C8: caspase-8 TRAIL sensitization; NB7+C8 cells + TRAIL, ATPlite viability luminescence; inhibition (viability loss, TRAIL sensitization), % at 10 µM; 1% of 360,000 active; AID 624354;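 active = compounds causing at least 50% loss of cell viability in the single-dose screen, relative to plate controls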
# TWEAK Fn14 block: TWEAK-Fn14 signaling inhibition. 2% of 360,000 active. TWEAK-stimulated Fn14 reporter cells, luciferase luminescence, 8 h. inhibition, % at 10 µM. AID 1159606; in the data active = inhibition above about 50%
# NCOA3 inh: inhibitors of human steroid receptor coactivator 3 (SRC3) | Q9Y6Q9 | HEK293 GAL4-SRC3 luciferase reporter, luminescence | inhibition, % at 3.6 µM | 0.17% of 360,000 active;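 active = inhibition above a per-campaign cutoff, the mean of all compounds plus 3 SD, cut at about 60% in these data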;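 also: 0% = DMSO-treated cells and 100% = gossypol-treated cells at 36 µM; higher means less SRC3-driven luciferase light from the GAL4 reporter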
# TROY signal inh: inhibitors of TROY-dependent NF-kB signaling; Q293 LMP1-TROYcd NF-kB luciferase reporter, 4 h; inhibition, % at 10 µM; 0.98% of 360,000 active;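 active = compounds whose plate-normalised and pattern-corrected inhibition of the luciferase reporter signal at the single screening dose is 50% or more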
# SRC2 inh: inhibits human steroid receptor coactivator 2; Q15596; HEK293 GAL4-SRC2 luciferase reporter, luminescence; inhibition, % at 9 µM; 0.17% of 370,000 active; AID 651957;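 active = inhibition above the mean inhibition of all tested compounds plus 3 SD, set per campaign, cut at about 52% in these data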;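 also: 0% = DMSO treated cells and 100% = cells given Gossypol at 36 µM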
# Target sequence (Q15596 whole entry, looked up, the tested form may be a part): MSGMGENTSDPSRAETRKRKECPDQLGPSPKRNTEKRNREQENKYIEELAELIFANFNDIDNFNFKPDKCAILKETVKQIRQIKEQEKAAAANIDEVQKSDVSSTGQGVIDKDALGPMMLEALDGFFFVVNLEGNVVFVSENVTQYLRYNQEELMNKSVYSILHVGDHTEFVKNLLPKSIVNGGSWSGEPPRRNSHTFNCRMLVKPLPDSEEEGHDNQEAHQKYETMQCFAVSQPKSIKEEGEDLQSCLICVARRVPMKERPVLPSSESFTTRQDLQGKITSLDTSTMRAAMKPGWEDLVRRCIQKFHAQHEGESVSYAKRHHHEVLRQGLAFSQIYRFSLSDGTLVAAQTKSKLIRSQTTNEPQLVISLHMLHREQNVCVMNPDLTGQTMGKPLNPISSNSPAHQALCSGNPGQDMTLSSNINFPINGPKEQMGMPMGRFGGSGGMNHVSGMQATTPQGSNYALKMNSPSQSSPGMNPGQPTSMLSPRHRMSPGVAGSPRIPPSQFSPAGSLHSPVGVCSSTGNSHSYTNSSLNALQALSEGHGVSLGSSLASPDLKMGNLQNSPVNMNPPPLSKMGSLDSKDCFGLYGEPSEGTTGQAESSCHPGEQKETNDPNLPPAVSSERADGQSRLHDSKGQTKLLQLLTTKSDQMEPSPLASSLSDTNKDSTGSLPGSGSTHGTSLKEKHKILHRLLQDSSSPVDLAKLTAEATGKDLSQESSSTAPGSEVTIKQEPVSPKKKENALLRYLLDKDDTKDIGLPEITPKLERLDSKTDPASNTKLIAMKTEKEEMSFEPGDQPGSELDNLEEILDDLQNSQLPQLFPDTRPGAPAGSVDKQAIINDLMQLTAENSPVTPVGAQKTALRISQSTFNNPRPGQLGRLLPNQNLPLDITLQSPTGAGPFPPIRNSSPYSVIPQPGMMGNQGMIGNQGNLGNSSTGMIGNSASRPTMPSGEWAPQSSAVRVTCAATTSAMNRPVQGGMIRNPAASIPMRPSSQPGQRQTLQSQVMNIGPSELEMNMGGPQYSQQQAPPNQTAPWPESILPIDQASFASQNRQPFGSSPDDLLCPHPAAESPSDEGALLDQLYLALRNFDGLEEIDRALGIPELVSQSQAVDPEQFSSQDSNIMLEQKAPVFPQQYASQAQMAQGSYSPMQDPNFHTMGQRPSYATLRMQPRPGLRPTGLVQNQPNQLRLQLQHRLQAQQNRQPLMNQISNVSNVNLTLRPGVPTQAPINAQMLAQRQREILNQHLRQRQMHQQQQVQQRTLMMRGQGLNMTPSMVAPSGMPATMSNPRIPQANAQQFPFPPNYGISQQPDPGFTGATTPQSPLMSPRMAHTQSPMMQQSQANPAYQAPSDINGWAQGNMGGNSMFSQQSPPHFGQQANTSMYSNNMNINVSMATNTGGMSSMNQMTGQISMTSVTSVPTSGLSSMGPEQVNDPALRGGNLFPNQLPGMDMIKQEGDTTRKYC
# COUP-TFII inh: blocks human COUP-TFII nuclear receptor; HEK293T NGFI-A luciferase reporter, luminescence; inhibition, % at 8.6 µM; 0.7% of 370,000 active;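 active = inhibition above a per-plate cutoff, mean inhibition of test wells between control levels plus 3 SD, cut at about 38% in these data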;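 also: cells cotransfected with COUP-TFII expression vector driving the NGFI-A reporter; 0% = median of COUP-TF2 test wells and 100% = reporter-only cells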
# LMP1 NFkB inh: Epstein-Barr LMP1 NF-kappaB reporter inhibition. LMP1-induced NF-kappaB luciferase reporter cells, luminescence. inhibition, % at 12.5 µM. 0.69% of 350,000 active. AID 504558; in the data active = inhibition above about 41%;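 also: 0% = neutral control wells and 100% = reference inhibitor control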
# LRH-1 inv ag: inverse agonists of human LRH-1 (NR5A2); O00482; HEK293T StAR-luciferase reporter, LRH-1 transfected, 24 h; inhibition, % at 3.6 µM; 0.13% of 360,000 active; AID 602396;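 active = inhibition above the mean inhibition of all tested compounds plus 3 SD, cut at about 73% in these data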;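 also: 0% = DMSO wells and 100% = reporter-only cells lacking LRH-1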
# KKLEB tox: CF airway cell cytotoxicity counter-screen; KKLEB CF airway cells viability, ATPlite luminescence, overnight; hits give low values; cells stimulated with P. aeruginosa culture filtrate; activity change (cytotoxicity), % at 5 µM; 0.36% of 360,000 active; AID 602141;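 active = corrected activity change at or below -50% at 5 µM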
# CF NFkB inh: blocks PAF-induced NF-kB reporter in cystic fibrosis cells | 0.86% of 360,000 active | AID 588850 | inhibition, % at 5 µM | KKLEB NF-kB-GFP reporter, GFP fluorescence overnight;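 active = at least 50% inhibition at 5 µM, scaled per plate between neutral and stimulator controls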;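 also: PAF is a Pseudomonas aeruginosa culture filtrate used as stimulus; plate controls were PAF-stimulated DMSO wells for no effect and unstimulated DMSO wells for full effect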
# * hit, by the source's call; / = no result given.
SMILES,SRC1 inh,TRAIL sens C8,TWEAK Fn14 block,NCOA3 inh,TROY signal inh,SRC2 inh,COUP-TFII inh,LMP1 NFkB inh,LRH-1 inv ag,KKLEB tox,CF NFkB inh
COc1cc(NC(=O)C23CC4CC(C2)CC(n2cnc([N+](=O)[O-])n2)(C4)C3)cc(OC)c1,-1,9,4,5,13,6,5,7,2,1,-4
Cc1c(-c2ccccc2)sc(Br)c1C(=O)N1CCOCC1,-8,-1,-7,-7,24,13,5,1,11,1,-5
Cc1ccc2nc(-c3ccc(Cl)cc3)c(CC3CCCCC3)n2c1,-94,1,10,-52,-19,-19,-35,/,-102,-8,5
CCN(Cc1cc(=O)n2cc(Cl)c(C)c(Cl)c2n1)Cc1nc2ccccc2c(=O)[nH]1,4,-5,7,10,12,-21,-7,3,-4,-10,8
O=c1[nH][nH]c2c1[C@H](C1CCCC1)O[C@H](CCc1ccccc1)C2,/,-20,41,/,25,22,-6,/,-10,/,/
O=C(NCCc1ccccc1)c1ccc(OCCOc2ccccc2)cc1,-11,17,-13,-2,6,/,/,-10,-3,5,-8
O=C(Nc1ccc(Cl)cc1)N(CCCN1CCOCC1)Cc1cccs1,-15,1,-21,-9,-18,-5,6,1,-13,10,20
O=C1N(Cc2ccc3c(c2)OCO3)c2ccccc2C1(O)c1c[nH]c2ccccc12 (stereo not drawn),6,4,13,0,-28,-1,9,-9,23,14,-3
CC(C)NC(=O)c1sc2c(c1C(=O)Nc1cccnc1)CCCC2,0,6,-9,17,-22,7,8,-1,34,-18,11
Cc1ccc(/C=N/NC(=O)c2nnn(-c3nonc3N)c2CSc2ccccc2)cc1,11,-7,-17,7,10,-9,12,3,11,9,-6
CN(Cc1cccs1)C(=O)c1ccc(S(=O)(=O)N2CCCCC2)cc1,0,-29,-1,-18,9,4,6,2,14,5,-13
CC(=O)N1CCN(c2ccccc2NC(=O)c2cc(Br)ccc2Cl)CC1,-1,-21,-18,5,-17,6,3,-1,18,-9,0
Cc1ccc(C)c(NC(=O)Cc2coc3cc4c(cc23)CCC4)c1,-1,-18,3,-3,3,-22,4,3,4,4,7
O=C(CN1C(=O)NC(c2ccccc2)(c2ccccc2)C1=O)NCc1ccccc1,5,10,21,-24,1,-26,6,-2,-14,17,1
Cc1ccc2[nH]c3c(=O)n(CC(=O)Nc4ccccc4N4CCN(C)CC4)ncc3c2c1,4,8,29,16,7,1,3,3,17,-7,16
CCC(=O)O/N=C(\N)c1ccc(Oc2cc(C)c(Cl)c(C)c2)c([N+](=O)[O-])c1,0,14,-12,11,6,-6,-9,-20,0,-3,9
COCCNC(=O)c1cccc2c(-c3cnn(C)c3)coc12,-5,-2,-14,-14,-5,-28,-12,/,13,-1,13
O=C(CSc1ncccc1C(=O)O)NC1CCCCC1,17,2,7,-4,-14,-5,21,9,4,4,1
CCOC(=O)c1ccccc1NC(=O)c1c(F)c(F)c(F)c(F)c1F,-6,21,-30,13,-62,-30,6,0,15,-11,-6
Cc1ccc(S(=O)(=O)NC2=NCN(CC(=O)O)CN2)cc1,-6,5,-22,9,-3,4,5,2,2,3,12

# Laid out differently: 3 of the compounds above
# Second line of a record: SRC1 inh, TRAIL sens C8, TWEAK Fn14 block, NCOA3 inh, TROY signal inh, SRC2 inh, COUP-TFII inh, LMP1 NFkB inh, LRH-1 inv ag, KKLEB tox, CF NFkB inh
> COc1cc(NC(=O)C23CC4CC(C2)CC(n2cnc([N+](=O)[O-])n2)(C4)C3)cc(OC)c1
 : -1, 9, 4, 5, 13, 6, 5, 7, 2, 1, -4
> Cc1c(-c2ccccc2)sc(Br)c1C(=O)N1CCOCC1
 : -8, -1, -7, -7, 24, 13, 5, 1, 11, 1, -5
> Cc1ccc(C)c(NC(=O)Cc2coc3cc4c(cc23)CCC4)c1
 : -1, -18, 3, -3, 3, -22, 4, 3, 4, 4, 7

# The list continues.
SMILES,SRC1 inh,TRAIL sens C8,TWEAK Fn14 block,NCOA3 inh,TROY signal inh,SRC2 inh,COUP-TFII inh,LMP1 NFkB inh,LRH-1 inv ag,KKLEB tox,CF NFkB inh
FC(F)(F)COc1cc(-c2nnc(SCc3ccccc3)n2Cc2ccco2)cc(OCC(F)(F)F)n1,-3,-2,12,17,4,-2,20,-7,20,-16,3
COCCCN(C(=S)NC(=O)C12CC3CC(CC(C3)C1)C2)c1c(N)n(Cc2ccccc2)c(=O)[nH]c1=O,6,-15,36,9,7,-17,12,-2,3,7,2
COc1ccc2sc(N3C(=O)CC(Cc4cccc(C)c4)C3=O)nc2c1 (stereo not drawn),7,4,2,5,-12,15,-5,0,6,0,-8
O=C(CC1C(=O)NCCN1C(=O)Nc1ccccc1)Nc1ccc2c(c1)OCO2 (stereo not drawn),-2,10,-30,8,-7,-1,-12,1,11,-2,-10
COc1cc(OC)cc(-c2c(Sc3ccccc3)c3cc(-c4ccc5c(c4)OCCO5)ccc3n2C)c1,/,1,5,/,2,-37,13,/,-3,/,/
Cc1ccc(NC(=O)C2CCN(S(=O)(=O)c3ccc4c(c3)OCCO4)CC2)nc1,3,16,9,4,-23,-19,-6,-2,1,-1,14
Cc1ccc2nc3c(cc(C(=O)NCCCn4ccnc4)n3C)c(=O)n2c1,-25,24,19,6,7,-10,9,13,-18,7,-9
Cc1ccc(CNC(=O)Cc2ccc(Br)cc2)cc1,0,32,7,-10,-19,15,3,9,-5,-8,19
Cc1ccc(CSc2nnc(-c3ccccc3N)c(=O)[nH]2)cc1,-16,-6,7,-70,-17,14,-1,4,-1,3,-19
Cc1cccc(NC(=O)C2CCCC2)c1,-14,-9,-10,5,0,12,6,-9,-4,1,0
COC(=O)[C@H](CC(C)C)NS(=O)(=O)c1ccccc1,-81,-7,-4,14,0,-27,4,1,2,0,-8
COc1ccc(Cl)c(Cn2c(NCC(C)O)nc3c2c(=O)n(C)c(=O)n3C)c1 (stereo not drawn),-4,3,4,3,-10,-20,3,-1,3,-5,10
Cc1cc(NC(=O)COC(=O)c2ccccc2NCCO)no1,-2,-7,26,-12,21,-11,-9,-13,-24,0,-10
COc1ccc(S(=O)(=O)N2CCOCC2)cc1NC(=O)C1CC(=O)N(c2ccc3c(c2)OCCO3)C1 (stereo not drawn),11,-16,-3,6,2,-8,0,-4,-13,-6,8
Cc1oc(-c2cccc(F)c2)nc1CN1CCCCC1CCc1ccccn1 (stereo not drawn),-36,-3,4,5,-3,15,21,8,4,7,1
CCN(CC(=O)NCc1cccs1)C(=O)/C=C/c1cccc(Br)c1,-7,3,1,26,2,10,-11,-17,1,3,-10
COc1cc(NC(=O)COC(C)=O)c(C)cc1[N+](=O)[O-],2,0,8,-8,-15,3,-7,-2,12,-15,14
O=C(O)CSCc1cn2cc(Cl)ccc2n1,-19,14,4,8,3,-10,10,1,3,-3,1
CCOC(=O)C1=C(C)Nc2nnnn2C1c1cccnc1 (stereo not drawn),1,-3,8,10,-5,8,-10,-6,9,-5,-6
CC1CN(CCOCCSc2ccc(Cl)cc2)CC(C)O1 (stereo not drawn),-64,5,-13,0,-12,17,-2,2,-13,3,2
Cc1c(/C(O)=C2\C(=O)C(=O)N(CCCN(C)C)C2c2cccs2)cnn1-c1ccccc1 (stereo not drawn),-6,9,59*,12,66*,0,37,3,-9,5,-30
COc1ccc(CNC(=O)[C@H](C)NC(=O)C2CCN(S(=O)(=O)c3ccc(C)cc3)CC2)cc1,0,-9,1,6,3,12,8,-8,7,7,2
Cc1cccc(NC(=O)COc2ccccc2)c1,-52,-13,-17,-41,-9,-35,-17,0,-60,6,-1
CC(C)c1ccc(S(=O)(=O)N2CCN(CC(=O)Nc3ccc(Cl)cc3F)CC2)cc1,-2,7,-2,-5,24,23,0,5,0,-4,17
COc1ccccc1CNC(=O)c1nccnc1CO,-3,-24,8,15,0,-5,-1,1,-20,-1,10
Cc1cccc2sc(N(CCCN(C)C)C(=O)c3ccc4ncsc4c3)nc12,-36,8,-15,-35,-16,0,9,-5,-27,-7,12
COc1ccccc1NC(=O)COC(=O)c1oc2ccccc2c1C,5,8,2,-11,-12,-17,-7,-13,1,-7,14
Cc1ccc(C)c(S(=O)(=O)N2CCN(C(=O)CSc3ccccc3F)CC2)c1,19,-11,8,22,5,-1,-3,-8,-11,-1,14
Cc1cc(OCC(=O)Nc2cccc(S(=O)(=O)N3CCCC3)c2)ccc1Cl,7,13,16,10,19,-2,-17,0,8,6,-14
COCCOC(=O)C1=C(C)NC(=O)NC1c1cccs1 (stereo not drawn),3,-13,28,20,19,-4,5,-5,15,-2,2
CCCCCCN1CC(O)=C(c2nc3ccccc3[nH]2)C1=N,-16,12,-4,-7,-39,-5,-2,-18,-9,-19,16
CC(C)C(c1nnnn1C(C)(C)C)N1CCN(c2cccc(Cl)c2)CC1 (stereo not drawn),-1,12,8,13,2,0,8,4,-1,5,-6
CC(CNC(=O)C1CCCCC1)NC(=O)C1CCCCC1 (stereo not drawn),-1,-11,5,13,10,-4,-11,0,-1,-2,-6
CCCc1c(C(=O)OCC)[nH]c2c1C(=O)CCC2,1,-2,3,14,-19,-4,5,0,18,2,1
Cc1ccc2c(c1)cc(C(=O)N1CCN(c3ccccn3)CC1)n2C,-18,-15,2,8,6,-18,14,10,10,9,1
CCOC(=O)C1=C(CSc2nc(-c3ccccc3)ccc2C#N)OC(N)=C(C#N)C1c1ccc(OC)cc1 (stereo not drawn),-79,-8,3,-58,20,-81,-1,-29,-164,12,-23
CN1C(=O)NC(c2ccccc2[N+](=O)[O-])C2=C1CC(C)(C)CC2=O (stereo not drawn),1,-7,8,9,-5,16,5,-2,44,-8,-2
CC(=O)N(C)c1ccc(NC(=S)Nc2cccc3ccccc23)cc1,-17,-3,34,-19,33,-54,4,-17,-45,9,-41
Cc1ccc(Cn2c(=N)c(C(=O)NC3CCCCC3)cc3c(=O)n4ccccc4nc32)cc1,1,13,-11,-3,-19,-7,-1,13,24,-5,4
COc1ccc2nc(NC(=O)CSc3nnnn3C)sc2c1,-49,-4,-26,-39,-45,-39,-33,-14,-99,-1,17
COc1ccc(OC)c(S(=O)(=O)NC2CC(=O)N(c3ccc(C)c(C)c3)C2)c1 (stereo not drawn),-6,-7,1,-6,19,6,0,15,2,-6,-2
COC(=O)CSC1=NS(=O)(=O)c2ccccc21,-8,-13,-27,-27,32,/,/,-6,-8,2,7
COc1ccc(NS(=O)(=O)c2cc(NC(=O)/C=C/c3cc(OC)ccc3OC)ccc2N2CCCCC2)cc1,-7,-10,-2,8,-7,-7,-18,7,-3,2,1
O=c1c2cc(N3CCOCC3)ccc2[nH]c(=S)n1Cc1cccc(Cl)c1,-12,-12,6,-10,8,9,10,7,2,6,18
O=C(Nc1nnc(-c2ccccc2)s1)c1ccccc1F,-74,3,-30,-90,-48,-57,-38,-35,-120,10,-23
Cc1ccc(/C=C2\SC(=S)N(CCC(=O)N3CCOCC3)C2=O)cc1,5,3,-28,4,-35,-20,3,-9,14,17,-2
O=S(=O)(c1ccc(NC(=S)NN=C(C2CC2)C2CC2)cc1)N1CCOCC1,-16,-16,-21,14,-3,1,-14,-7,20,-1,-1
CCn1c(O)c(N=NC(=O)c2cccc(S(=O)(=O)N3CCCCC3)c2)c2ccccc21,-262,9,25,14,21,-4,2,2,-17,-9,4
Cc1ccc(C(=O)NCCNS(C)(=O)=O)cc1,6,7,2,1,6,7,-10,-4,1,7,1
